# S1P4 agonist: human S1P4 receptor agonism | O95977 | activation, % at 4.98 µM | hit rate 0.35% among 220,000 | S1P4-expressing cell line, agonist reporter assay | AID 1509; in the data active means activation above about 11%;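 further: 0% = DMSO vehicle and 100% = reference agonist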
# Target sequence (O95977 whole entry, looked up): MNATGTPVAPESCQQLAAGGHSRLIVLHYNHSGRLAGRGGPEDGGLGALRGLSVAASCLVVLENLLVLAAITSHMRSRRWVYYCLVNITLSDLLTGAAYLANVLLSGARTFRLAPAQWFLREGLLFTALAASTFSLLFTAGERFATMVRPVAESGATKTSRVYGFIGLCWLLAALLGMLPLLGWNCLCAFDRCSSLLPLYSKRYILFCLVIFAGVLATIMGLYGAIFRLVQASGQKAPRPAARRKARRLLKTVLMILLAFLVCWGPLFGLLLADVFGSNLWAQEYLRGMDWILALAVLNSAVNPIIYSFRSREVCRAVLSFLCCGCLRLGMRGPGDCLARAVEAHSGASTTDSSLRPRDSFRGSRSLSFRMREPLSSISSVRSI
# EP2 modulator: modulators of human EP2 prostaglandin E2 receptor; P43116; EP2-expressing cells, cAMP HTRF FRET, PGE2 co-stimulation; induction, % at 25 µM; hit rate 0.83% among 260,000;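 active means compounds whose cAMP rise, as percent of the full-agonist control response, exceeds 60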;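 further: rat C6 glioma line stably carrying human EP2 under a CMV promoter; the protocol text gives 20 µM as final concentration; 100% = response of wells given 1 µM PGE2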
# TRPML3 ag: human mucolipin-3 channel agonism; HEK293 TRPML3-YFP, Fluo-8 calcium fluorescence; 100% = the carbachol control signal; hit rate 0.29% among 220,000; activation, % at 3 µM;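 active means activation above its plate's cutoff, the mean activation of the plate's test wells plus 3 SD, cut at about 12% in these data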;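 further: 0% = DMSO only wells and 100% = carbachol wells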
# Target sequence (Q8TDD5 whole entry, looked up): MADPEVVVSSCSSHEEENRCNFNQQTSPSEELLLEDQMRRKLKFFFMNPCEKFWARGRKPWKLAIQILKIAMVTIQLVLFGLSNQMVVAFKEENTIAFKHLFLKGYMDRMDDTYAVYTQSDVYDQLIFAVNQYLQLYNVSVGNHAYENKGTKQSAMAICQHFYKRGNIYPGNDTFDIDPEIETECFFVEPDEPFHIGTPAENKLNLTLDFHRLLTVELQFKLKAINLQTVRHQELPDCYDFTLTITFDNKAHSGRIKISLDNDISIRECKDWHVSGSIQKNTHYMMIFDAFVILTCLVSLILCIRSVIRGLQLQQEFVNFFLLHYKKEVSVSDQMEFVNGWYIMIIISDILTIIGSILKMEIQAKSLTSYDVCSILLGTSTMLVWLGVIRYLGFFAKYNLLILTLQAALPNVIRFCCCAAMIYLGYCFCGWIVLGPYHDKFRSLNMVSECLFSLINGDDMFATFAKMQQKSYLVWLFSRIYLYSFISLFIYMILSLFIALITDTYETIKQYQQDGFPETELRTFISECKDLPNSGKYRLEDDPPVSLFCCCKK
#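 system = HEK293 cells stably carrying human TRPML3-YFP | doses = one concentration, 3 µM nominal, 0.3% DMSO | timing = dye loading 1 h 37 °C then 30 min ambient, 125 s read | detection = Fluo-8 calcium dye fluorescence, ex 470-495, em 515-575 nm | benchmarks = high control carbachol 87 µM, low control DMSO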
# zfTRPN1 agonist: activates the zebrafish TRPN1 channel | AID 1424 | HEK293 zebrafish TRPN1-YFP, Fluo-8 calcium fluorescence; 100% = response to 87 µM carbachol | hit rate 0.18% among 220,000 | activation, % at 3 µM;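 active means activation above its plate's cutoff, the mean activation of test wells on that plate plus 3 SD, cut at about 19% in these data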;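 further: 0% = DMSO alone and 100% = 87 µM carbachol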
#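 Assay system: Zebrafish TRPN1-YFP in HEK293 cells | Incubation: Dye loading 1 h at 37 °C, then 30 min room temperature | Measured by: Kinetic Fluo-8 fluorescence, ex 470-495, em 515-575 nm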
# BaF3 tox: reduces parental Ba/F3 cell viability, JAK2V617F counter-screen. CellTiter-Glo ATP luminescence. inhibition, % at 5.6 µM. hit rate 1.1% among 220,000. AID 1486;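 active means inhibition above a per-campaign cutoff, the mean inhibition of all tested compounds plus 3 SD, cut at about 27% in these data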;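 further: 0% = DMSO wells and 100% = JAK Inhibitor I control wells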
# Ba/F3 V617F tox: reduce viability of Ba/F3 cells dependent on JAK2V617F; hit rate 1.1% among 220,000; Ba/F3 EpoR-JAK2V617F viability, ATP luminescence; inhibition, % at 5.6 µM; AID 1446;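 active means inhibition above the campaign mean plus 3 SD over all tested compounds, cut at about 24% in these data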;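 further: cytokine-independent growth of Ba/F3 cells driven by EpoR plus mutant JAK2; 0% = DMSO-treated cells and 100% = JAK inhibitor I control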
# PERK inh: blocks human PERK kinase; CHO PERK-DD fusion, SEAP luminescence translation reporter; inhibition, % at 5.6 µM; hit rate 0.17% among 220,000;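 active means inhibition above the mean inhibition of all tested compounds plus 3 SD, set separately per screening campaign, cut at about 2.9% in these data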;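 further: PERK kinase domain activated by AP20187 dimerizer at 100 nM; 0% = DMSO with dimerizer and 100% = rapamycin at 8.4 µM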
# Calpain2 inh: inhibitors of pig calpain II; purified calpain II, fluorogenic peptide substrate, 30 min; inhibition, % at 16 µM; hit rate 0.37% among 220,000;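 active means inhibition above about 50%, limit read from the data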
# S1P4 antagonist: blocks the human S1P4 receptor; S1P4-expressing cells, antagonist mode, reporter read-out; O95977; hit rate 0.26% among 220,000; inhibition, % at 4.98 µM; in the data active means inhibition above about 29%;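 further: 0% = wells stimulated with agonist and 100% = vehicle wells without agonist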
# * hit, by the source's call; x = not tested or not shown; & = joins results of further samples.
SMILES,S1P4 agonist,EP2 modulator,TRPML3 ag,zfTRPN1 agonist,BaF3 tox,Ba/F3 V617F tox,PERK inh,Calpain2 inh,S1P4 antagonist
C=CCc1c(C)[nH]c(=O)[nH]c1=O,-0.2,18,0.9,1.1,5,2,0.5,-23,-6
CN(C)S(=O)(=O)Oc1ccc(C(=O)Nc2cccc(Cl)c2)cc1,0.1,-68,3.8,10,6,-2,1.4,4,-10
Cc1ccc(-c2cn(S(=O)(=O)c3ccc(C)cc3)nc2N)cc1,-1.7,-2,-1.3,-2.5,3,0,0.4,-2,12
CCc1ccc(N=CC2=C(O)CC(c3ccco3)CC2=O)cc1 (centres undefined),-1.7,7,0.0,0.1,6,2,0.3,-23,4
Nc1[nH]nc2nc(N3CCCC3)nc(-c3ccccc3)c12,-0.4,31,0.2,0.3,0,-2,0.1,-44,-20
CS(=O)(=O)N(CC(=O)N1CCCCC1)C1CCCCC1,0.8,-5&2,0.6,0.6,3,-1,0.0,11,-16
COC(=O)c1sc(N2C(=O)C(O)=C(C(=O)c3ccc(C)o3)C2c2ccc(F)cc2)nc1C (centres undefined),0.6,28,-0.1,2.0,10,4,-0.3,-100,-11
Cc1ccccc1OCC(O)Cn1c(Br)nc2c1c(=O)[nH]c(=O)n2C (centres undefined),7.0,-19,1.0,4.5,6,0,-0.7,-1,10
CCN(CC)S(=O)(=O)N1CCN(S(=O)(=O)N2CCOCC2)CC1,0.3,-4&-17,0.7,-0.7,5,-3,1.2,15,16
COc1cccc(-n2ccnc2SCC(=O)NCc2ccccc2)c1,0.0,-28,-0.1,-1.8,3,2,-1.0,-9,-10
COc1ccc(OC)c(NC(=O)CN(Cc2ccc(Cl)cc2)S(C)(=O)=O)c1,0.8,8,-0.3,-2.5,8,0,1.6,-16,-9
O=C1/C(=C\c2ccc(O)c(O)c2)C(c2ccccc2)=NN1c1ccccc1,0.1,-79,0.7,3.1,3,-2,0.7,-13,28
CCOC(=O)CSc1ncc(OC)c(=O)[nH]1,-0.6,4,0.8,0.5,3,-2,1.0,-6,-10
COC(=O)C(NNc1ccccc1C)(NC(=O)c1ccc(F)cc1)C(F)(F)F (centres undefined),0.5,7,0.3,0.5,-2,-3,0.3,-10,-25
COc1cccc(C2CC(c3cccs3)=NN2C(=O)CSc2nc3ccccc3o2)c1OC (centres undefined),-2.2,35,0.9,0.1,4,-1,0.3,-8,-5
Cc1ccc2sc(NNC(=O)c3cc(=O)c4ccccc4o3)nc2c1C,1.3,-20,-0.7,0.0,6,3,0.1,11,-1
CCCC1C(=O)N(Cc2ccccc2)C(=O)CC1C (centres undefined),-1.0,10,-0.6,-0.3,2,4,-0.7,12,14
CCCCOc1ccccc1NC(=O)C=C(C)C,-0.2,32,-0.4,-1.7,4,-2,1.5,16,-18
CC(C)Sc1nc2c([nH]c3ccccc32)c(=O)n1C,2.0,33,0.6,-0.6,2,-3,0.3,82*,-15
O=C(C1CC(=O)N(C2CCCCC2)C1)N1CCc2ccccc21 (centres undefined),-0.3,-17,0.3,0.9,10,-1,0.7,-40,-12
CCOC(=O)CC1C(=O)NCCN1S(=O)(=O)c1ccccc1Cl (centres undefined),2.3,32,0.6,3.3,4,-3,1.3,-18,-13
C=CCSc1nc(N(CC)CC)c2sccc2n1,0.5,67*,-0.9,-0.8,0,-4,1.5,-4,1
O/N=C/c1ccc(OCc2ccccc2)c(Cl)c1,-2.0,-48,0.0,1.2,2,-4,0.1,21,-10
Cc1ccc(NS(=O)(=O)c2ccc(NS(=O)(=O)c3cccs3)cc2)cc1,1.5,26,0.0,-0.9,3,1,-0.6,-3,2
CC1=C(C#N)C2C(/C1=N/O)C2(C)C (centres undefined),0.3,-5,0.4,1.5,2,0,0.1,13,-4
CCc1ccc(NC(=S)Nc2cccc3cnccc23)cc1,1.0,-51,0.7,1.0,7,0,0.4,-3,-11
CCC(=O)NC(=S)NNC(=O)c1ccc([N+](=O)[O-])cc1,1.8,9,-0.4,-0.6,0,-5,0.8,10,6
Cc1ccc(C2CC(C(F)F)n3ncc(C(=O)Nc4cnn(Cc5ccccc5C)c4)c3N2)cc1 (centres undefined),-0.9,22,-0.3,0.0,0,1,-1.2,-64,-3
O=[N+]([O-])c1ccccc1N/N=C/c1cccc(O)c1O,13*,25,0.7,0.4,-1,62*,0.9,-12,-10
Cc1ccc(NC(=O)CSc2nnc(CCC(=O)O)c(=O)[nH]2)cc1,1.4,22,0.9,-0.8,1,-4,0.6,-20,18
COc1ccc(C(=O)/C=C/C(=O)N(Cc2ccccc2OC)C(C(=O)NC2CCCCC2)c2ccncc2)c(O)c1 (centres undefined),-0.5,-8,-0.4,-0.9,6,-1,-0.6,-18,7
CCN(Cc1ccccc1)Cc1cccc([N+](=O)[O-])c1,1.2,21,-0.2,-2.5,-1,-5,1.1,7,-21
O=C(NCCN1CCOCC1)c1ccc(Cl)c(S(=O)(=O)N2CCCCCC2)c1,1.8,15,3.3,5.3,3,-3,-0.7,-27,-6
O=C1CN(C(=O)Cn2ncc(Cl)c(Cl)c2=O)c2ccccc2N1,-3.9,33,0.2,1.2,-5,4,-0.4,-40,38*
CCOC(=O)NC(=O)c1cn(Nc2ccccc2C(F)(F)F)c(=O)[nH]c1=O,0.4,14,1.1,1.7,1,1,1.6,-6,7
N#CCSc1nc(-c2ccccc2)cs1,-0.9,2,-0.8,-1.6,2,-3,-0.7,8,-5
COc1ccc(C(=O)CN2C(=O)NC(C)(c3ccc(C)cc3)C2=O)cc1OC (centres undefined),-0.2,-1,4.7,7.4,3,3,-1.2,-18,-7
CCCOc1ccc(N2C(=O)CC(NNC(=O)c3ccc(COc4ccccc4)o3)C2=O)cc1 (centres undefined),-0.9,-9,-0.3,-1.2,4,0,-0.3,2,-10
O=C(CCc1nnc(CCCCc2ccccc2)o1)NCCN1CCCCC1=O,-0.5,2,0.6,0.8,-1,1,-0.6,8,18
Cc1cc(C)c2nc(SCC(=O)NCCC3=CCCCC3)cc(C)c2c1,-0.1,37,0.8,-0.2,4,-2,0.5,12,-7
Cc1ccc2c(c1)NC(=O)C(CC(=O)NCCN(CC(C)C)CC(C)C)O2 (centres undefined),0.8,-10,0.0,-0.4,-1,-4,0.6,-7,-3
Cc1ccc([N+](=O)[O-])cc1NC(=O)CN(C(=O)c1ccccc1Cl)C1CCCCC1,2.2,9,1.2,-1.4,6,0,-0.7,-1,14
CCOC(=O)c1cc(C#N)c(SCC(=O)c2cc(C#N)c(SC)nc2C)[nH]c1=O,1.9,1,0.3,0.6,-2,-8,1.0,-106,-20
C/C(N)=C(/C#N)C(=O)CSc1nc(C2CCCCC2)n(-c2ccccc2)n1,0.3,27,0.1,-0.2,3,-2,-0.6,-15,-3
CCC(C(=O)Nc1ccccc1C(=O)N1CCCC1)N1C(=O)c2ccccc2C1=O (centres undefined),0.6,2,0.3,-1.4,0,0,-0.8,-32,-11
O=C(COC(=O)c1ccccn1)Nc1ccccc1OC(F)F,0.7,40,0.0,-0.1,6,3,0.3,-29,-1
CCN(CC)c1ccc(C(=O)OCC(=O)NC2CCCCC2C)cc1 (centres undefined),-0.2,16,0.6,-0.9,0,-2,0.1,19,-20
Cc1cc(C)cc(Nc2nc(-c3ccc(S(=O)(=O)N4CCCC4)cc3)cs2)c1,0.1,15,0.4,-0.7,0,-4,0.0,-27,-10
O=C(O)C1C2C=CC(C2)C1C(=O)NC1CCS(=O)(=O)C1 (centres undefined),-1.3,35,1.3,-0.1,8,1,0.5,-21,-12
CCOCc1nnc(NC(C)=O)s1,0.3,-15&27,0.0,1.2,-2,-2,0.7,-6,-5
CCOC(=O)c1cnc(-n2nc(C)cc2C)nc1NCc1ccccc1,0.2,52,0.9,-1.5,1,1,-1.4,-18,-1
CC(C)NC(=O)c1ccccc1S(=O)(=O)c1ccccc1C#N,-0.8,16,0.6,-0.2,-1,1,-0.1,-20,11
CC1CCN(S(=O)(=O)c2ccc(Cl)cc2Br)CC1,-1.6,17,5.9,-0.6,0,-2,-0.3,32,-12
Cc1[nH]nc(SCC(=O)Nc2cccc(O)c2)c1[N+](=O)[O-],1.3,-19,-0.1,0.1,2,-5,1.0,-23,-1
CC(=O)Nc1ccc(NC(=O)C2CC(=O)N=C(N)S2)cc1 (centres undefined),-1.4,4,0.8,1.3,5,0,0.1,6,2
NC(=O)Nc1ccc(Nc2ccccc2)cc1,0.9,-15,0.7,2.8,0,2,-0.5,-15,9
Cc1ccc(Sc2ncccc2C(=O)NC2CCCCCC2)cc1C,-0.7,-1,0.9,2.2,6,0,0.5,17,-16
Cc1cc(C(F)(F)F)c(C#N)c(N2CCOCC2)n1,0.4,19,1.8,1.6,-2,1,-0.4,-17,0
CCOC(=O)c1nc2ccccc2c(=O)[nH]1,-0.7,12,0.5,0.9,4,4,1.6,10,14
Cc1ccc(N(CC(=O)Nc2ccc(S(=O)(=O)N3CCOCC3)cc2)S(C)(=O)=O)cc1C,1.9,-25,1.1,2.4,4,-1,0.2,-16,6
# Further results follow:
SMILES,S1P4 agonist,EP2 modulator,TRPML3 ag,zfTRPN1 agonist,BaF3 tox,Ba/F3 V617F tox,PERK inh,Calpain2 inh,S1P4 antagonist
Cc1ccccc1CC1S/C(=N/N=C/c2ccco2)NC1=O (centres undefined),-0.1,-5,1.1,0.7,1,-5,0.4,16,3
COC(=O)c1ccc(NC(=O)C(=O)N2CCN(C(=S)Nc3ccc(OC)cc3)CC2)cc1,1.0,-29,0.8,1.0,1,-2,0.9,0,-9
CCCCNC(=O)C(=O)c1ccccc1NC(C)=O,-0.3,52,0.1,-0.7,7,2,-1.1,5,-4
CCc1cccc(NC2c3ccccc3C(=O)N2c2cccnc2)c1 (centres undefined),-1.7,20,0.4,-0.1,4,-3,1.4,9,9
CN(C)c1ccc(C=NCCc2ccc(S(N)(=O)=O)cc2)cc1,-2.9,-36,0.8,0.9,0,-3,1.5,-10,-3
CCN(CC)C(=O)C1CCCN(c2ccc([N+](=O)[O-])cc2/C=N/NC(=O)c2cccc([N+](=O)[O-])c2)C1 (centres undefined),-2.2,-5,0.6,0.1,4,-2,1.1,-106,-6
O=C(CSc1nnc(-c2ccc3c(c2)OCCO3)o1)NC1CCCCC1,-0.2,x,1.0,0.7,3,-1,1.7,x,-6
COc1cccc(Cn2cccc(NC(=O)Nc3ccc(C#N)cc3)c2=O)c1,0.6,-15,3.2,6.3,1,0,0.0,-16,-16
CCN(CC)CCCN1C(=O)CSC1c1ccc([N+](=O)[O-])cc1 (centres undefined),-0.4,5,0.6,0.8,6,-1,0.9,2,-5
CCOC(=O)Cc1csc(NC(=O)Nc2ccc(Cl)cc2)n1,-0.1,-37,7.5,16,-3,2,0.5,-1,-10

# One compound at a time, as listed above:
# Profile of O=C(CSc1nnc(-c2ccc3c(c2)OCCO3)o1)NC1CCCCC1 : S1P4 agonist: -0.2; EP2 modulator: x; TRPML3 ag: 1.0; zfTRPN1 agonist: 0.7; BaF3 tox: 3; Ba/F3 V617F tox: -1; PERK inh: 1.7; Calpain2 inh: x; S1P4 antagonist: -6
# Profile of Cc1ccccc1CC1S/C(=N/N=C/c2ccco2)NC1=O (centres undefined) : S1P4 agonist: -0.1; EP2 modulator: -5; TRPML3 ag: 1.1; zfTRPN1 agonist: 0.7; BaF3 tox: 1; Ba/F3 V617F tox: -5; PERK inh: 0.4; Calpain2 inh: 16; S1P4 antagonist: 3
